Assay outcomes: PubChem, several laboratories
p-CIP stab down: lowers stability of the mouse p/CIP coactivator protein. F442A p/CIP-EGFP cells, EGFP fluorescence, 16 h. decrease of EGFP signal, % at 10 µM. 0.01% of 290,000 active. AID 1984;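 active means EGFP signal decrease of at least 30% at 10 µM or well 3 SD below plate mean, unless failing retest; inactive means the rest, including hits failing retest or dose response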; further: some compounds called inactive have numbers as strong as hits; many of its hits are not listed in these tables
GalR3 antag: antagonists of human GalR3. HEK293 GalR3-CNG cAMP membrane potential fluorescence; galR3 body fused to GalR1 C-terminus. O60755. inhibition, % at 3 µM. 0.44% of 360,000 active. AID 651719;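 active means inhibition above the screen-wide average plus 3 SD, cut at about 13% in these data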;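 further: forskolin and galanin both at EC90 stimulate the cells; cAMP rise reported by CNG channel membrane potential dye signal; 0% = forskolin plus galanin with DMSO and 100% = forskolin alone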
MEKK3 PB1 HTS: modulators (inhibitors or enhancers) of MEK5 binding to human MEKK3 PB1 domain | 1.4% of 290,000 active | binding response (% of control), % at 10 µM | bead-based flow cytometry, Alexa488-MEK5 binding to MEKK3; actives lie on both sides; 0 = blocked by unlabeled MEK5, 100 = vehicle;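 active means binding response more than 3 SD above or below the average of its plate-row segment, actives on both sides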;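 further: Alexa488 bead fluorescence after subtracting the streptavidin-only scavenger bead signal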
IDE cell inh: inhibitors of human insulin-degrading enzyme in cells | P14735 | HEK cells, FAbetaB cleavage, fluorescence polarization | inhibition, % at 5.59 µM | 0.41% of 320,000 active;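 active means percent inhibition above the average of all tested compounds plus 3 SD, set per screening campaign, cut at about 16% in these data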;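 further: IDE supplied by intact live HEK cells; FP after avidin binding of uncleaved biotin substrate so inhibition keeps polarization high; 0% = DMSO wells and 100% = 60 µM reference IDE inhibitor Ii1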
Target sequence (P14735 whole entry, looked up): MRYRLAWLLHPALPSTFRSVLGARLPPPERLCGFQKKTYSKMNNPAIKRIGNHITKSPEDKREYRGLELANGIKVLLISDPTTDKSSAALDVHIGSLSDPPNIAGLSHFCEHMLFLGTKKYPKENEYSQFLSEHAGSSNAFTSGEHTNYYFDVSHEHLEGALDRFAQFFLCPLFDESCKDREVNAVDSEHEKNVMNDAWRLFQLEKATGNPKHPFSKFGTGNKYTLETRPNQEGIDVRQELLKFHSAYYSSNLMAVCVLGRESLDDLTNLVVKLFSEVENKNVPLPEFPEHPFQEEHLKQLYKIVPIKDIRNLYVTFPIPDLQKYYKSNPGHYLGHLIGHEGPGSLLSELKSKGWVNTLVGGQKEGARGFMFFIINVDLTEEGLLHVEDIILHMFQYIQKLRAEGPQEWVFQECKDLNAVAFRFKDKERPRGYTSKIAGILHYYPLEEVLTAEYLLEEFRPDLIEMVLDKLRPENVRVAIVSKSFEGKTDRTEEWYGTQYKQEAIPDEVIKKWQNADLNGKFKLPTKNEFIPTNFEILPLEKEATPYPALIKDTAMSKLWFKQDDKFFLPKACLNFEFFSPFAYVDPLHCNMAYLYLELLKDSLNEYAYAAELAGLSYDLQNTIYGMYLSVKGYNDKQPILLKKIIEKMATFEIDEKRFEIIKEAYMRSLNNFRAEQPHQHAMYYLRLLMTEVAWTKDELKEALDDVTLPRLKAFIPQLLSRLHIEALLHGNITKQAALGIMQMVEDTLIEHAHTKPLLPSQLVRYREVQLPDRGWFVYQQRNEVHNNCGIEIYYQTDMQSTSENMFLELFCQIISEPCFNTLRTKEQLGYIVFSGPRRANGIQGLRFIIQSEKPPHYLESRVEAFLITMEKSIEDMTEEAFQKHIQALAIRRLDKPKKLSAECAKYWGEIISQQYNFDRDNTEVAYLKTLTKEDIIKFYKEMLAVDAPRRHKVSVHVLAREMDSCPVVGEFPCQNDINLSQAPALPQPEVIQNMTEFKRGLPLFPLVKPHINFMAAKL
CHRM4 PAM: CHRM4 positive allosteric modulation. CHO-K1 hM4/Gqi5, Fluo-8 calcium fluorescence, ACh EC20; 0% = ACh EC20, 100% = maximal ACh. 0.4% of 360,000 active. activation, % at 3 µM;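 active means activation above its plate's cutoff, the mean activation of sample wells plus 3 SD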; further: some results filed as inactive read as strong as hits
IDE cell activ: activators of human insulin-degrading enzyme in cells; P14735; HEK cells, FAbeta-B cleavage, fluorescence polarization; 0% vehicle, 100% cell-free pure enzyme wells; activation, % at 5.96 µM; 0.073% of 340,000 active; AID 493087;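 active means activation above the mean of all tested compounds plus 3 SD, set per screening campaign, cut at about 17% in these data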
PHOSPHO1 block: blocks human PHOSPHO1 phosphatase activity; Q8TCT1; recombinant PHOSPHO1, absorbance phosphatase assay; inhibition, % at 13.3 µM; 1.1% of 290,000 active; AID 1565; in the data active means inhibition above about 60%
CRFBP-R2 agonist: CRF-BP/CRF-R2 complex agonism. HEK293 CRF-R2/CRF-BP, calcium dye fluorescence (FLIPR); percent of saturating CRF peptide response. activation, % at 13.2 µM. 0.46% of 350,000 active. AID 588473;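 active means activation of at least 50%, plus an integration ratio under a set limit after plate pattern correction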;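 further: plate controls were neutral control wells without compound for no effect and CRF at EC100 for full effect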
CRFBP-R2 block: CRF-BP/CRF-R2 complex antagonism | 0.59% of 350,000 active | inhibition, % at 11.8 µM | HEK293 CRF-R2/CRF-BP, CRF-induced calcium fluorescence | AID 588475;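 active means inhibition of the ligand-induced calcium signal above about 50% at the single tested concentration, limit read from the data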
* = called active by the depositor; . = no result given; & = joins results of further samples. These rows are one share of the data. The share of hits here may be higher or lower than overall.

SMILES	p-CIP stab down	GalR3 antag	MEKK3 PB1 HTS	IDE cell inh	CHRM4 PAM	IDE cell activ	PHOSPHO1 block	CRFBP-R2 agonist	CRFBP-R2 block
COC(=O)C(O)(c1cn(C)c2ccccc12)C(F)(F)F (stereo not given)	3.0	-2.2	118.0	-1.8	9.5	4.5	2.3	-2.2	-9.9
O=P(c1ccccc1)(c1ccccc1)N1CCCCC1	1.1	-2.1	.	-3.1	-4.9	-0.2	13.2	-1.4	-4.4
CC[C@H]1CN2CCC1C[C@@H]2[C@@H](O)c1ccnc2ccc(OC)cc12 (stereo not given in full)	.	-5.3	.	.	-3.7	3.1	.	2.4	-1.3
Cc1cccc(C(=O)Nc2ccc(Cl)cc2C(=O)c2ccccc2)c1	-2.8	-5.7	98.0	6.2	-2.8	-4.5	39.3	-2.2	42.5
CCN1C[C@]2(CO)CC[C@H](OC)[C@@]34C5C[C@H]6[C@H](OC)C5[C@](O)(C[C@H]6OC)[C@@H](C(OC)C23)[C@@H]14 (stereo not given in full)	.	-6.2	99.0	4.1	5.6	-3.4	.	-0.3	-7.2
Cc1cccc(CNCCc2c[nH]c3ccccc23)c1	3.5	-16.0	102.0	2.6	-8.2	7.3	22.0	-1.8	26.7
CCOC(=O)N(CC)c1ccc(C(O)(C(=O)OCC)C(F)(F)F)cc1 (stereo not given)	-15.6	-5.6	104.0	5.2	5.6	-3.1	-13.6	-0.2	21.3
CCOc1ccccc1N1C(=O)NC(=O)C(CCc2ccncc2)(CCc2ccncc2)C1=O	-3.2	-3.0	99.0	-1.0	5.0	-2.5	-19.2	2.6	16.7
Cc1cc(C)cc(-n2c(C)cc(/C=C3\C(=O)NC(=O)N(C)C3=O)c2C)c1	-6.3	-0.2	87.0	-0.7	-4.5	2.4	-8.1	-1.3	-17.1
CN(C)C(=O)CSc1nnc([C@@H](N)Cc2ccccc2)o1	-22.8	-1.8	104.0	-1.7	9.4	3.9	31.8	2.1	5.5
CCOC(=O)c1nsnc1NCCCl	-6.8	-3.8	99.0	-13.8	8.0	1.5	32.8	0.1	5.1
O=C(c1ccc(-c2ccccc2)cc1)C1CCCN(Cc2ccn[nH]2)C1 (stereo not given)	2.8	-2.2	104.0	-1.0	-1.8	-4.0	23.0	-0.7	-7.6
CCC(=O)N1CC(=O)Nc2ccc(F)cc2C1c1ccc(F)cc1 (stereo not given)	13.4	-5.7	101.0	5.4	-0.4	-0.7	-3.1	-0.8	-3.5
CC(C)CCCn1c(O)c(/C=C2/C=CC=N2)c(=O)[nH]c1=O	-14.5	-0.9	104.0	-0.4	-7.9	1.0	7.4	0.7	-56.8
CC(Cc1ccccc1)N1Cc2ccccc2C1 (stereo not given)	-2.7	.	104.0	-3.7	-3.0	0.7	28.4	-1.2	7.8
O=c1[nH]c(=O)n(CCc2ccccc2)c(O)c1C=NC1CC1	0.4	-7.0	101.0	-1.4	1.8	.	40.3	-0.4	-1.6
O=C1NC(=O)C(CCc2ccncc2)(CCc2ccncc2)C(=O)N1C1CCCCC1	0.3	0.4	94.0	1.3	-5.0	0.9	53.2	0.9	-12.6
Cc1ccc(N)cc1Cl	.	-3.9	.	.	7.9	6.9	.	-0.4	1.9
COc1cc2nc(N3CCN(C(=O)C4CCCO4)CC3)nc(N)c2cc1OC (stereo not given)	-4.4&-12.6&-6.1	.	84.0&108.0&82.0&100.0	4.6&-0.8	6.6&-4.0	10.6&4.4	-4.1&-16.1&39.7	0.1&-1.3	-38.5&11.9
Nc1ccc(-c2ccc(N)cc2)cc1	.	-3.0	.	.	7.0	-0.9	.	-2.3	3.8
COc1cc(/C=N/NC(=O)CN2CC(c3ccccc3)CC2=O)ccc1OC(=O)N(C)C (stereo not given)	1.3	-5.7	102.0	3.8	7.1	1.1	27.6	0.7	11.3
O=C(Nc1cccc(Br)c1)c1c(O)c2c(n(Cc3ccccc3)c1=O)CCCC2	9.0	-2.8	98.0	0.5	-4.7	.	14.9	-0.8	2.6
COCCOC(=O)c1c(N)n(Cc2ccccc2)c2nc3ccccc3nc12	-8.3	-6.0	93.0	11.4	9.8	-0.9	-16.2	2.7	-22.6
O=c1[nH]c(O)c(/C=C2/C=CC(c3cc(Cl)ccc3Cl)=N2)c(=O)[nH]1	-23.9	-2.5	109.0	8.8	2.3	-45.6	18.8	102.7*	-101.7
CCOP(=O)(OCC)C(O)c1ccccc1 (stereo not given)	1.5	-2.5	105.0	-2.1	5.5	7.6	46.0	2.6	-10.7
O=C(Nc1ccc2ccccc2c1)c1nn(C23CC4CC(CC(C4)C2)C3)cc1Br	-16.9	-6.3	100.0	-4.4	3.5	-0.3	2.3	6.4	12.6
CNc1ccc2oc(C[C@H]3O[C@@]4(CC[C@H]3C)O[C@H]([C@H](C)C(=O)c3ccc[nH]3)[C@H](C)C[C@H]4C)nc2c1C(=O)O	-13.7	-5.6	110.0	-0.7	-7.4	3.3	8.5	211.2*	-229.4
Clc1ccc(Cn2ccnc2)cn1	3.4	-2.9	84.0	5.6	2.1	2.7	35.4	-0.3	-4.5
CN(C)P1(N(C)C)=Nc2c(c(N)nn2C)C(c2ccccc2)=N1	3.0	-4.3&-2.0	99.0	-3.2	2.7&-1.9	9.6&0.1	-6.8	-1.9&0.6	-5.2&-6.0
O=C(O)c1cc(Oc2ccc(C(F)(F)F)cc2Cl)ccc1[N+](=O)[O-]	.	.	108.0	4.6	1.7	-3.4	.	0.1	13.5

Compound profiles (already shown). Order of values: p-CIP stab down | GalR3 antag | MEKK3 PB1 HTS | IDE cell inh | CHRM4 PAM | IDE cell activ | PHOSPHO1 block | CRFBP-R2 agonist | CRFBP-R2 block
Record of CC(Cc1ccccc1)N1Cc2ccccc2C1 (stereo not given) : -2.7 | . | 104.0 | -3.7 | -3.0 | 0.7 | 28.4 | -1.2 | 7.8
Record of COC(=O)C(O)(c1cn(C)c2ccccc12)C(F)(F)F (stereo not given) : 3.0 | -2.2 | 118.0 | -1.8 | 9.5 | 4.5 | 2.3 | -2.2 | -9.9
Record of Nc1ccc(-c2ccc(N)cc2)cc1 : . | -3.0 | . | . | 7.0 | -0.9 | . | -2.3 | 3.8
Record of Cc1ccc(N)cc1Cl : . | -3.9 | . | . | 7.9 | 6.9 | . | -0.4 | 1.9

Additional results.
SMILES	p-CIP stab down	GalR3 antag	MEKK3 PB1 HTS	IDE cell inh	CHRM4 PAM	IDE cell activ	PHOSPHO1 block	CRFBP-R2 agonist	CRFBP-R2 block
CN(C)c1ccc(/C=C/C=C/c2sc3ccccc3[n+]2C)cc1	-29.1	6.0	98.0	5.1	-1.2	2.6	6.3	-0.5	1.2
O=C(O)c1ccc(Cl)nc1	-0.7	-3.1	87.0	-0.7	9.8	3.0	6.7	-1.8	25.5
COC(=O)C1=C(c2ccc(OC)c(OC)c2)C[C@@H]2CC[C@H]1N2C(=O)N1CCc2cc(OC)c(OC)cc2C1	.	0.5	.	1.4	-4.1	-1.3	.	-2.0	5.4
CCOC(=O)C(O)(c1ccc(NC(=S)NC(=O)c2ccc(Cl)cc2Cl)c(C)c1)C(F)(F)F (stereo not given)	-23.5	45.1*	147.0*	3.5	-27.7	-2.4	-2.5	113.9*	-201.9
CCOc1cc2c(cc1OCC)-n1cccc1C(c1ccc(OC(F)F)cc1)NC2 (stereo not given)	-6.2	-12.9	107.0	-1.4	-8.6	-4.4	20.3	-0.2	-2.3
CCCN(CC#CCOc1ccc(OC)cc1)CCC	-15.9	-4.7	104.0	2.3	-6.1	2.8	36.6	1.3	-0.4
Oc1c(Br)cc(Br)cc1CN1CCN(Cc2ccccc2)CC1	-2.5	-0.8	104.0	5.9	-11.6	4.6	7.4	1.3	-40.0
CN1C(=O)C(=Cc2sc(=O)n(-c3ccccc3)c2N(C)C)C(=O)N(C)C1=O	-23.0	-6.1	101.0	-0.5	-11.5	-5.9	28.3	0.8	-6.4
COC(=O)C1=C(c2ccc(S(C)(=O)=O)cc2)C[C@@H]2CC[C@H]1N2C(=O)NCCNC(C)=O	.	1.7	99.0	4.6	4.4	3.6	.	0.7	0.9
Cc1ccsc1C(=O)C1CCCN(Cc2cc3ccccc3o2)C1 (stereo not given)	5.8	1.7	89.0	3.5	-8.8	3.9	14.0	-3.3	13.3
N#CC1=C(N)Oc2c(c(=O)oc3ccccc23)C1c1ccncc1 (stereo not given)	7.1	-3.6	99.0	3.6	3.2	1.8	1.4	-3.5	9.6
c1ccc(C2CC3CC(c4ccco4)N2O3)cc1 (stereo not given)	-9.0	5.1	113.0	-3.1	0.1	4.9	-2.2	0.5	-24.0
CNC(C)(C)Cc1ccccc1	.	.	.	-0.2	-4.2	3.2	.	-1.5	21.6
Cn1c(O)c(/C=N/c2ccccn2)c(=O)n(C)c1=O	-2.5	-2.9	101.0	-2.6	3.1	-1.4	7.4	-0.3	1.2
CCC[N+]12CCC(CC1)C(C(O)(c1ccccc1)c1ccccc1)C2 (stereo not given)	-12.9	-5.2	97.0	2.7	-53.5	-3.7	35.8	2.9	-13.7
O=C1NC(=O)C(=Cc2cn(CCOc3ccc4c(c3)OCO4)c3ccccc23)C(=O)N1	-13.3	.	114.0	-0.6	6.1	-2.3	4.6	59.2*	-57.4
CN1C2c3ccccc3C3C4c5ccccc5C(C31)C(C2[N+](=O)[O-])N4C (stereo not given)	-0.5	-9.2	106.0	-4.5	-2.1	1.9	9.3	-3.0	-1.2
Cc1ccc(S(=O)(=O)Cc2ccc(C(=O)N3CCC4(CC3)OCCO4)o2)cc1	-13.3	-2.6	91.0	-1.9	-1.3	1.3	-27.7	-1.6	-7.2
O=c1[nH]c(=S)[nH]c(O)c1N=Nc1ccc(OC(F)F)cc1	-11.7	-5.3	99.0	4.4	0.8	1.6	16.2	-2.1	19.8
Cc1ccc(S(=O)(=O)N2CN3CCN(C3)C2)cc1	-4.4	1.7	104.0	0.5	1.6	4.9	-6.8	-1.1	-5.8
Cc1cc(C=C2C(=O)N(C)C(=S)N(C)C2=O)c(C)n1-c1ccncc1	-4.3	-7.4	92.0	-0.7	-2.8	.	43.0	2.6	-10.5
Cc1cc([P+](=O)O)c(C)n1-c1ccc(Br)cc1	-4.5	-3.0	96.0	-1.3	5.2	2.1	-5.4	1.2	9.7
CC1=CC2OC3CC4OC(=O)C=CC=CC(=O)OCCC(C)C(O)C(=O)OCC2(CC1)C4(C)C31CO1 (stereo not given)	.	-7.0	.	.	-8.8	3.4	.	-1.7	36.4
O=C(CCN1CCCCC1)NCC(=O)Nc1ccc(Br)cc1C(=O)c1ccccc1	11.2	-5.7	95.0	-4.2	-8.5	3.9	3.9	-0.6	-17.5
CCC(=NCCc1ccccc1)c1c(O)n(C2CCCCC2)c(=O)[nH]c1=O	-14.7	-1.0	102.0	1.2	1.3	3.6	26.2	2.0	-6.1
C[C@H](CO)N1C[C@H](C)[C@@H](CN(C)C(=O)Oc2ccc3ccccc3c2)OCc2cn(nn2)CCCC1=O	.	-0.5	.	.	0.9	.	.	0.2	-8.0
Fc1ccccc1CCNCc1cccc(Cl)c1Cl	-4.3	-7.4	103.0	8.5	2.5	0.6	27.6	-0.7	-31.5
OCC1CN1C1CCCCC1 (stereo not given)	.	-2.6	.	.	-0.3	3.2	.	-0.2	-8.2
CC1CC2(C)C(=CC1=O)CCC1C3CCC(C)(O)C3(C)CC3OC312 (stereo not given)	.	-5.5	.	.	0.6	1.3	.	0.6	-12.9
